RNase H inhibition: RNase H inhibition, HIV 1 Gag Pol polyprotein, FRET biochemical assay, screening (AID 372); HIV-1 RT RNase H, FRET RNA/DNA substrate fluorescence; higher % means a stronger effect; inhibition, % at 10 µM; hits with a dose series show IC50 in µM; 0.77% of 100,000 active; in the data active means inhibition above about 50%
Numbers without * were called inactive. Not all compounds are listed; the hit share may differ from the screen's.

SMILES	RNase H inhibition
O=C(NC(=S)Nc1ccc(N2CCOCC2)cc1)c1ccc(-c2ccc(Cl)cc2)o1	16%
Cc1ccc(/C(O)=C/C(=O)C(=O)Nc2nccs2)cc1	6%
CC(C)(C)c1ccc(OC(=O)c2cccs2)cc1	7%
Cc1ccc(OCC(=O)Nc2c(C)cc(Br)cc2C)cc1C	0%
N#C/C(=C\c1ccc(-c2ccc3c(c2)COC3=O)o1)c1nc2ccccc2[nH]1	19%
Fc1ccccc1COc1ccc(Br)cc1/C=N/n1cnnc1	2%
CCOC(=O)c1c(NC(=O)c2ccncc2)sc2c1CCC(C)C2 (centres undefined)	18%
CC(NC(=O)/C(C#N)=C/c1ccc(N(C)C)c(Br)c1)c1ccccc1 (centres undefined)	15%
CC(/C=C1\SC(=O)N(c2ccc(O)cc2)C1=O)=C\c1ccccc1	37%
COc1ccc(C2/C(=C(\O)c3ccc(C)cc3)C(=O)C(=O)N2c2nncs2)cc1 (centres undefined)	0%
CCCOC(=O)C1=C(C)NC2=C(C(=O)CCC2)C1c1cccc(F)c1 (centres undefined)	6%
CC(C)CCCN=Cc1c(O)n(C)c(=O)n(C)c1=O	4%
CCCOC(=O)C1=C(C)NC(=O)NC1c1ccc(Cl)c(Cl)c1 (centres undefined)	10%
CC1=NN(c2ccccc2)C(=O)/C1=C/c1ccccc1OS(=O)(=O)c1ccccc1[N+](=O)[O-]	2%
Cc1cccc(C2(c3cccc(C)c3)CC2C(=O)NC(C)(C)C)c1 (centres undefined)	0%
O=C1c2ccccc2C(=O)N1N1C(=O)c2ccc(-c3nc4ccccc4o3)cc2C1=O	9%
O=C1/C(=C/c2ccccc2)S/C(=N/N=C/c2ccccc2)N1c1ccc(O)cc1	35%
CC(=O)c1ccc(NC(=O)COc2ccc3ccccc3c2)cc1	14%
O=C1NC(=S)N/C1=C\c1ccc(Sc2ccc(Cl)cc2)o1	10%
N#Cc1cccc(N=Cc2ccccc2O)c1	7%
COc1c(O)ccc(/C=N/NC(=O)c2cc(Cl)ccc2O)c1[N+](=O)[O-]	5%
CCC(C)c1ccc(OCCOc2ccc(/C=C3/SC(=S)N(C)C3=O)cc2)cc1 (centres undefined)	10%
Cc1ccc(N2C(=O)c3ccccc3NC2c2cccc([N+](=O)[O-])c2)cc1 (centres undefined)	14%
N=c1c2c3c(sc2ncn1Cc1ccccc1)CCCCC3	0%
COc1ccc2c(c1)CCC1C2=NN(/C(C)=C/C(C)=O)C1c1ccc(N(C)C)cc1 (centres undefined)	13%
Cc1ccc(-c2cc(C(F)(F)F)n3nc(C(=O)Nc4cccc(O)c4)cc3n2)cc1	0%
Cc1ccc(C(=O)Nc2ccccc2CO)cc1[N+](=O)[O-]	3%
Cc1ccc(-c2nc3ccccc3s2)cc1NC(=O)COc1ccc(Cl)cc1C	35%
Cc1c(C(=O)Nc2ccc(-c3nc4ccccc4o3)cc2)cccc1[N+](=O)[O-]	16%
Cc1ccccc1C(=O)Nc1ccc(N2CCOCC2)cc1	0%
Cc1c(NC(=S)NC(=O)c2ccccc2Cl)cccc1-c1nc2ccccc2s1	18%
CC(=O)C1=C(O)C(=O)N(CCO)C1c1cccc([N+](=O)[O-])c1 (centres undefined)	1%
Cc1nc(-c2cccc(NC(=O)c3cccnc3)c2)cs1	0%
CCOc1cc(/C=N/n2cnnc2)cc(Br)c1OCCOc1ccccc1OC	1%
CCOC(=O)C1=C(C)N=c2s/c(=C\c3cccc(Br)c3)c(=O)n2C1c1ccc(N(C)C)cc1 (centres undefined)	16%
O=C(Nc1cccc(-c2nc3ccccc3[nH]2)c1)c1ccc(I)cc1	4%
Clc1ccc(CN2CCN(c3ncccn3)CC2)c(Cl)c1	9%
CC(=O)/C=C(\C)N1N=C(c2ccccc2)CC1c1ccccc1 (centres undefined)	10%
Brc1ccc(-c2nc3ccccc3[nH]2)o1	0%
COc1cc(C=O)cc(Br)c1OCc1ccccc1Cl	22%
COc1ccc(C2/C(=C(/O)c3ccc([N+](=O)[O-])cc3)C(=O)C(=O)N2c2nccs2)cc1 (centres undefined)	11%
Cc1cc(C)nc(N/N=C/c2ccc(N3CCOCC3)cc2)n1	0%
Cc1ccccc1CSCC(=O)Nc1ccccc1F	29%
COc1ccc(C2C(C#N)=C(N)OC3=C2C(=O)CCC3)cc1 (centres undefined)	9%
COc1cc(C2C3=C(CC(C)(C)CC3=O)OC3=C2C(=O)CC(C)(C)C3)ccc1OCc1ccc([N+](=O)[O-])cc1	5%
O=C(NC(=S)Nc1ccc(O)c(-c2nc3ccccc3s2)c1)c1ccc([N+](=O)[O-])cc1	44%
C=CCN1C(=O)/C(=C/c2ccc(OCCOc3cc(C)ccc3C)c(OCC)c2)SC1=S	15%
COc1ccc(-c2cc(C(=O)N/N=C\c3ccc(C(C)C)cc3)[nH]n2)cc1	9%
COc1ccc(CN2CCN(C3CCC(c4ccccc4)CC3)CC2)c(OC)c1OC (centres undefined)	13%
Cc1cc(OCC(=O)NNC(=O)c2ccccc2C)ccc1Br	0%
c1ccc2oc(N3CCOCC3)nc2c1	7%
Cc1c(C(=O)NC(=S)Nc2cccnc2)oc2ccccc12	20%
COc1ccc(NC(=O)c2ccccc2NC(=O)c2ccccc2)cc1	5%
CN(C)c1ccc(/C=C(/NC(=O)c2ccccc2)C(=O)N/N=C/c2c(O)ccc3cc([N+](=O)[O-])ccc23)cc1	5%
CCCCSc1nnc(-c2ccc(Br)cc2)o1	5%
Nc1nnc(SCc2ccc(Br)cc2)s1	1%
COc1ccccc1Cc1noc(-c2ccc(Br)cc2)n1	12%
CCCc1ccc(C(=O)Nc2ccccc2C#Cc2ccccc2)cc1	2%
O=C(O)c1ccc2c(c1)C1C=CCC1C(c1cccc([N+](=O)[O-])c1)N2 (centres undefined)	23%
CCc1cc(C)nc2cc(-c3ccccc3)nn12	9%

The closing two entries of the section above open the next one:
SMILES	RNase H inhibition
O=C(O)c1ccc2c(c1)C1C=CCC1C(c1cccc([N+](=O)[O-])c1)N2 (centres undefined)	23%
CCc1cc(C)nc2cc(-c3ccccc3)nn12	9%
COc1cc(/C=c2\sc3nc4ccccc4n3c2=O)ccc1OCc1ccc(C)cc1	9%
CC(C)CCNC(=O)c1cc(Cl)ccc1Cl	12%
O=C(O)CCP(=O)(O)C(O)c1ccccc1 (centres undefined)	5%
Cc1c(C)n(O)c2ccc3nonc3c12	15%
Cc1c(Cl)cccc1Nc1nc(-c2ccncc2)cs1	13%
O=C(O)c1ccccc1C(=O)Nc1ccc2nc(SCc3nc4ccccc4[nH]3)sc2c1	13%
O=C(NN1C(=O)C2C3C=CC(C4CC34)C2C1=O)c1cccc(Br)c1 (centres undefined)	21%
O=C(O)c1cccc(NS(=O)(=O)c2ccc(Oc3ccc(S(=O)(=O)Nc4cccc(C(=O)O)c4)cc3)cc2)c1	13%
O=C(NCc1ccccc1)C(=O)NC1CCCCC1	15%
Cc1ccc(/C=C2\SC(=O)N(CCC(=O)Nc3ccccc3)C2=O)cc1	26%
COc1cc(C)ccc1OCCOc1ccccc1F	8%
CC1=C(C(=O)Nc2ccccc2Cl)C(c2cccc3ccccc23)NC(=O)N1 (centres undefined)	5%
C=CCOC(=O)C1=C(C)NC2=C(C(=O)CC(c3ccccc3)C2)C1c1ccc(O)cc1 (centres undefined)	14%
Cc1cc(C)n(C(=O)COc2ccccc2)n1	23%
Cc1ccc(C)n1-c1ccc(C(=O)NN)c(Cl)c1	7%
O=C(CSc1ccccn1)N/N=C/c1cccc2ccccc12	24%
C=CCN1C(=O)NC(=O)/C(=C\c2ccccc2OC)C1=O	1%
CC(C)Sc1nc2c(c(=O)n1C1CCOC(C)(C)C1)C1(CCCCC1)Cc1ccccc1-2 (centres undefined)	0%
CC(=O)CCc1oc2ccc(Cl)cc2c1-c1ccc(C)o1	14%
Cc1cc(C)nc(N2C(=O)c3c(Cl)c(Cl)c(Cl)c(Cl)c3C2=O)n1	9%
CCCC(=O)N1CCN(c2ccc([N+](=O)[O-])cc2Cl)CC1	1%
CCOc1cc(CNC2CCCCC2)ccc1OC	7%
COc1cc(CN2CCN(C3CCCCCC3)CC2)cc(OC)c1OC	1%
COc1cc(C)ccc1OCCOCCOc1ccc(C)cc1[N+](=O)[O-]	13%
COCCN1C(=O)/C(=C/c2ccc3c(c2)OCO3)SC1=S	6%
CCOc1ccc(CN(CCc2ccc3c(c2)OCO3)Cc2cccc3ccccc23)cc1	15%
COc1ccc(O)c(C2N(Cc3ccccc3O)CCN2Cc2ccccc2O)c1	5%
C=CCOC(=O)C1=C(C)N(C)C(=O)NC1c1cc(Br)c(O)c(OC)c1 (centres undefined)	15%
CCOc1ccc(C2C(C(=O)OCCSCC)=C(C)NC3=C2C(=O)CC(c2ccc(OC)cc2)C3)cc1 (centres undefined)	8%
CCOc1ccc(N2C(=O)NC(=O)/C(=C\c3ccc(OCC(=O)O)c(Br)c3)C2=O)cc1	3%
O=C1OC(c2ccccc2F)=N/C1=C\c1ccccc1[N+](=O)[O-]	5%
CC1(C)CC(n2c(SCC#N)nc3c(c2=O)C2(CCCC2)Cc2ccccc2-3)CCO1 (centres undefined)	0%
O=c1[nH]nc(-c2ccc(F)cc2)c2ccccc12	0%
COc1ccc(Br)cc1/C=C/C(=O)Nc1ccc(C)cc1	20%
CC1CCN(C2=NC(=O)/C(=C/c3ccc(N(C)C)cc3)S2)CC1	22%
CCCc1cc(=O)oc2c(C)c(OCC(=O)O)ccc12	0%
CCN(CC)CCN1C(=O)C(O)=C(C(C)=O)C1c1ccc(Cl)cc1 (centres undefined)	0%
CCC(=O)OCCn1c(=O)c2ccccc2c2ccccc2c1=O	0%
Cc1ccc(Cl)cc1N/C=C1\CCCCC1=O	3%
Cc1ccc(C)c(N(CC(=O)Nc2cc(Cl)ccc2C)S(=O)(=O)c2ccccc2)c1	26%
CCOc1ccccc1NC(=O)c1c(NC(=O)c2cccs2)sc2c1CCCC2	23%
COC(=O)c1sccc1NC(=O)COc1ccc(Cl)cc1	2%
CC1=C(C(=O)OCCc2ccccc2)C(c2cc3c(cc2[N+](=O)[O-])OCO3)C2=C(CC(c3ccccc3)CC2=O)N1 (centres undefined)	22%
CCOc1ccc(/C=c2/sc3nc4c(C)c(C)ccc4n3c2=O)cc1OC	11%
O=C(Nc1ccccc1F)C(c1ccccc1)c1ccccc1	0%
O=[N+]([O-])c1ccccc1S(=O)(=O)Nc1cccc(I)c1	0%
CC(=O)Nc1nc(-c2ccc(NC(=O)c3ccc(Cl)cc3)cc2)cs1	5%
O=C(c1ccc(N2CCN(C(=O)c3c(F)cccc3F)CC2)cc1)c1cccc(F)c1	9%
CCCOc1ccc(-c2nnc(NC(=O)Nc3ccc(Cl)cc3Cl)s2)cc1	13%
Cc1ccc(NC(=O)COc2ccc(Br)cc2Cl)cc1Cl	28%
Cc1cc2c(cc1C)-c1nnc(C(F)(F)F)n1C(C)(C)C2	15%
O=C(O)c1ccccc1C(=O)Nc1cccc(-c2cn3ccccc3n2)c1	8%
Cc1c(C(c2cc(Br)ccc2O)c2c(C)n(C)n(-c3ccccc3)c2=O)c(=O)n(-c2ccccc2)n1C	3%
COc1ccc(C2CC(c3ccc(F)cc3)=NN2c2cccc(F)c2)cc1OC (centres undefined)	10%
Cc1cc(C=O)c(C)n1-c1cccc([N+](=O)[O-])c1	6%
Cc1cc(C)c2oc(-c3ccc(NC(=S)NC(=O)c4ccc(F)cc4)cc3)nc2c1	40%
O=C(c1cccc(Cl)c1)N1CCN(c2ccccc2)CC1	6%
C=CCc1cccc(/C=N/NC(=O)c2ccccc2OCc2ccccc2)c1O	8%
O=C1CC(N2CCN(c3ccccc3Cl)CC2)C(=O)N1c1ccccc1 (centres undefined)	4%
COc1ccc2cccc3c2c1C(=O)N(Oc1ccc([N+](=O)[O-])cc1[N+](=O)[O-])C3=O	11%

A few values from the list:
O=C(Nc1ccccc1F)C(c1ccccc1)c1ccccc1 in RNase H inhibition is entered as 0%
COC(=O)c1sccc1NC(=O)COc1ccc(Cl)cc1 in RNase H inhibition is entered as 2%
Cc1c(C)n(O)c2ccc3nonc3c12 in RNase H inhibition is entered as 15%

Reprinted at random: two entries already listed, in no set order.
SMILES	RNase H inhibition
O=C(O)c1ccccc1C(=O)Nc1cccc(-c2cn3ccccc3n2)c1	8%
Cc1ccc(NC(=O)COc2ccc(Br)cc2Cl)cc1Cl	28%

Given with each value named: entries from further up
O=C(c1ccc(N2CCN(C(=O)c3c(F)cccc3F)CC2)cc1)c1cccc(F)c1
  RNase H inhibition: 9%
C=CCc1cccc(/C=N/NC(=O)c2ccccc2OCc2ccccc2)c1O
  RNase H inhibition: 8%
Cc1cc(C=O)c(C)n1-c1cccc([N+](=O)[O-])c1
  RNase H inhibition: 6%
O=C(O)c1ccccc1C(=O)Nc1cccc(-c2cn3ccccc3n2)c1
  RNase H inhibition: 8%

Next part.
SMILES	RNase H inhibition
C/C(=N\NC(=O)COc1ccc(Cl)cc1)c1ccc(Cl)cc1Cl	28%
O=C(Nc1cc([N+](=O)[O-])ccc1F)c1ccccc1F	11%
O=C1/C(=C\c2cc([N+](=O)[O-])ccc2OCCOc2ccccc2)SC(=S)N1c1ccccc1	0%
CCOC(=O)C1=C(C)N=c2s/c(=C\c3ccc(-c4ccc(Cl)cc4)o3)c(=O)n2C1c1ccc(SC)cc1 (centres undefined)	0%
CCCC(NC(=O)c1ccccc1)C(=O)OCC(=O)Nc1nc2ccc(OC)cc2s1 (centres undefined)	13%
Cc1cc([N+](=O)[O-])ccc1-c1ccc(C(=O)Nc2ccc(O)c(-c3nc4ccccc4s3)c2)o1	44%
CC1=NN(C(=O)c2ccccc2)C(O)(c2ccc(Br)cc2)C1 (centres undefined)	0%
CCOC(=O)c1ccc(N2C(=O)C(O)=C(C(C)=O)C2c2ccc(Br)cc2)cc1 (centres undefined)	0%

Compound activity from PubChem.
